TSG101-PTAP inh: blocks PTAP/TSG101 interaction to inhibit HIV-1 budding. 340,000 tested, under 10 active. Q99816. Fluorescence polarization, FITC-PTAP peptide / Tsg101 binding. Potency, µM (titrated, usually from 115 µM), inactives show at the highest dose activity change, negative = inhibition, actives largely listed as inhibitors; active = well fitted inhibition curve with a large enough effect in the main read-out, with a control signal flat, not every such curve was filed as active; inconclusive = small, poorly fitted or top-dose-only effect, or effect the other way, or a change in a side signal; inactive = no such curve, though single readings can be large or run the other way; also: potency is read from the fitted curve at half-maximal effect; % of control where 0% means no effect
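Fluorescence anisotropy tracks displacement of a FITC-tagged PTAP peptide (50 nM) from the Tsg101 binding domain (10 uM), following a 20 min room-temperature incubation at pH 7.5.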
A-T KAP1 phos: potential ataxia-telangiectasia treatments restoring KAP-1 phosphorylation | AID 485349 | Potency, µM (doses to about 57.5 µM), without a hit: at the highest dose activation, usual class: activators | […] A-T fibroblasts, KAP-1 phosphorylation AlphaLISA; neocarzinostatin DNA damage 30 min before lysis | 320,000 compounds, 0.19% hits; also: potency is read from the fitted curve at half-maximal effect; % of control where 0% means no effect; nearly all actives have a fitted effect of over 45% in size
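ATM-like activity read as KAP-1 phosphorylation via AlphaLISA donor/acceptor antibody pairs after lysis and 6 hr at 25C. Cells were ATM-null patient fibroblasts ([…], hTERT), dosed 60 min, then exposed to the DSB inducer NCS for 30 min.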
BRCA1 expr up: BRCA1 expression activation. 380,000 compounds, 1.1% hits. AID 624202. Potency, µM (series often up to 46.1 µM), for inactives: at the top dose activation, most hits filed as activators. MCF7-BRCA1-FFLuc reporter, luminescence, 48 h; response scale: scaled: vehicle 0%, 10 µM genistein 100%; also: potency is read from the fitted curve at half-maximal effect; nearly all actives have a fitted effect of over 80% in size; some results filed as inactive show a strong effect at the top dose
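Luminescence from a BRCA1-driven firefly luciferase in MCF7 cells was the read-out, taken 15 min after substrate addition following 48 h compound exposure at 37 °C. Data were normalized to a 10 microM genistein control and DMSO vehicle.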
CXXC DNA block: blocks binding of human MLL CXXC domain to DNA; AID 2662; Potency, µM (highest dose often 115 µM), inactives show at the top dose activity change, negative = inhibition, actives largely listed as inhibitors; Q03164; MLL-CXXC / FITC-HOXA9 DNA fluorescence polarization; 290,000 compounds, 0.037% hits; active = well fitted inhibition curve with a large enough effect in the polarisation, with a control signal flat, not every such curve was filed as active; inconclusive = small, poorly fitted or top-dose-only effect, or effect the other way, or a change in a side signal; inactive = no such curve, though single readings can be large or run the other way; the % refers to the polarisation; also: potency is read from the fitted curve at half-maximal effect
Target sequence (Q03164 whole entry, looked up, the tested form may be a part): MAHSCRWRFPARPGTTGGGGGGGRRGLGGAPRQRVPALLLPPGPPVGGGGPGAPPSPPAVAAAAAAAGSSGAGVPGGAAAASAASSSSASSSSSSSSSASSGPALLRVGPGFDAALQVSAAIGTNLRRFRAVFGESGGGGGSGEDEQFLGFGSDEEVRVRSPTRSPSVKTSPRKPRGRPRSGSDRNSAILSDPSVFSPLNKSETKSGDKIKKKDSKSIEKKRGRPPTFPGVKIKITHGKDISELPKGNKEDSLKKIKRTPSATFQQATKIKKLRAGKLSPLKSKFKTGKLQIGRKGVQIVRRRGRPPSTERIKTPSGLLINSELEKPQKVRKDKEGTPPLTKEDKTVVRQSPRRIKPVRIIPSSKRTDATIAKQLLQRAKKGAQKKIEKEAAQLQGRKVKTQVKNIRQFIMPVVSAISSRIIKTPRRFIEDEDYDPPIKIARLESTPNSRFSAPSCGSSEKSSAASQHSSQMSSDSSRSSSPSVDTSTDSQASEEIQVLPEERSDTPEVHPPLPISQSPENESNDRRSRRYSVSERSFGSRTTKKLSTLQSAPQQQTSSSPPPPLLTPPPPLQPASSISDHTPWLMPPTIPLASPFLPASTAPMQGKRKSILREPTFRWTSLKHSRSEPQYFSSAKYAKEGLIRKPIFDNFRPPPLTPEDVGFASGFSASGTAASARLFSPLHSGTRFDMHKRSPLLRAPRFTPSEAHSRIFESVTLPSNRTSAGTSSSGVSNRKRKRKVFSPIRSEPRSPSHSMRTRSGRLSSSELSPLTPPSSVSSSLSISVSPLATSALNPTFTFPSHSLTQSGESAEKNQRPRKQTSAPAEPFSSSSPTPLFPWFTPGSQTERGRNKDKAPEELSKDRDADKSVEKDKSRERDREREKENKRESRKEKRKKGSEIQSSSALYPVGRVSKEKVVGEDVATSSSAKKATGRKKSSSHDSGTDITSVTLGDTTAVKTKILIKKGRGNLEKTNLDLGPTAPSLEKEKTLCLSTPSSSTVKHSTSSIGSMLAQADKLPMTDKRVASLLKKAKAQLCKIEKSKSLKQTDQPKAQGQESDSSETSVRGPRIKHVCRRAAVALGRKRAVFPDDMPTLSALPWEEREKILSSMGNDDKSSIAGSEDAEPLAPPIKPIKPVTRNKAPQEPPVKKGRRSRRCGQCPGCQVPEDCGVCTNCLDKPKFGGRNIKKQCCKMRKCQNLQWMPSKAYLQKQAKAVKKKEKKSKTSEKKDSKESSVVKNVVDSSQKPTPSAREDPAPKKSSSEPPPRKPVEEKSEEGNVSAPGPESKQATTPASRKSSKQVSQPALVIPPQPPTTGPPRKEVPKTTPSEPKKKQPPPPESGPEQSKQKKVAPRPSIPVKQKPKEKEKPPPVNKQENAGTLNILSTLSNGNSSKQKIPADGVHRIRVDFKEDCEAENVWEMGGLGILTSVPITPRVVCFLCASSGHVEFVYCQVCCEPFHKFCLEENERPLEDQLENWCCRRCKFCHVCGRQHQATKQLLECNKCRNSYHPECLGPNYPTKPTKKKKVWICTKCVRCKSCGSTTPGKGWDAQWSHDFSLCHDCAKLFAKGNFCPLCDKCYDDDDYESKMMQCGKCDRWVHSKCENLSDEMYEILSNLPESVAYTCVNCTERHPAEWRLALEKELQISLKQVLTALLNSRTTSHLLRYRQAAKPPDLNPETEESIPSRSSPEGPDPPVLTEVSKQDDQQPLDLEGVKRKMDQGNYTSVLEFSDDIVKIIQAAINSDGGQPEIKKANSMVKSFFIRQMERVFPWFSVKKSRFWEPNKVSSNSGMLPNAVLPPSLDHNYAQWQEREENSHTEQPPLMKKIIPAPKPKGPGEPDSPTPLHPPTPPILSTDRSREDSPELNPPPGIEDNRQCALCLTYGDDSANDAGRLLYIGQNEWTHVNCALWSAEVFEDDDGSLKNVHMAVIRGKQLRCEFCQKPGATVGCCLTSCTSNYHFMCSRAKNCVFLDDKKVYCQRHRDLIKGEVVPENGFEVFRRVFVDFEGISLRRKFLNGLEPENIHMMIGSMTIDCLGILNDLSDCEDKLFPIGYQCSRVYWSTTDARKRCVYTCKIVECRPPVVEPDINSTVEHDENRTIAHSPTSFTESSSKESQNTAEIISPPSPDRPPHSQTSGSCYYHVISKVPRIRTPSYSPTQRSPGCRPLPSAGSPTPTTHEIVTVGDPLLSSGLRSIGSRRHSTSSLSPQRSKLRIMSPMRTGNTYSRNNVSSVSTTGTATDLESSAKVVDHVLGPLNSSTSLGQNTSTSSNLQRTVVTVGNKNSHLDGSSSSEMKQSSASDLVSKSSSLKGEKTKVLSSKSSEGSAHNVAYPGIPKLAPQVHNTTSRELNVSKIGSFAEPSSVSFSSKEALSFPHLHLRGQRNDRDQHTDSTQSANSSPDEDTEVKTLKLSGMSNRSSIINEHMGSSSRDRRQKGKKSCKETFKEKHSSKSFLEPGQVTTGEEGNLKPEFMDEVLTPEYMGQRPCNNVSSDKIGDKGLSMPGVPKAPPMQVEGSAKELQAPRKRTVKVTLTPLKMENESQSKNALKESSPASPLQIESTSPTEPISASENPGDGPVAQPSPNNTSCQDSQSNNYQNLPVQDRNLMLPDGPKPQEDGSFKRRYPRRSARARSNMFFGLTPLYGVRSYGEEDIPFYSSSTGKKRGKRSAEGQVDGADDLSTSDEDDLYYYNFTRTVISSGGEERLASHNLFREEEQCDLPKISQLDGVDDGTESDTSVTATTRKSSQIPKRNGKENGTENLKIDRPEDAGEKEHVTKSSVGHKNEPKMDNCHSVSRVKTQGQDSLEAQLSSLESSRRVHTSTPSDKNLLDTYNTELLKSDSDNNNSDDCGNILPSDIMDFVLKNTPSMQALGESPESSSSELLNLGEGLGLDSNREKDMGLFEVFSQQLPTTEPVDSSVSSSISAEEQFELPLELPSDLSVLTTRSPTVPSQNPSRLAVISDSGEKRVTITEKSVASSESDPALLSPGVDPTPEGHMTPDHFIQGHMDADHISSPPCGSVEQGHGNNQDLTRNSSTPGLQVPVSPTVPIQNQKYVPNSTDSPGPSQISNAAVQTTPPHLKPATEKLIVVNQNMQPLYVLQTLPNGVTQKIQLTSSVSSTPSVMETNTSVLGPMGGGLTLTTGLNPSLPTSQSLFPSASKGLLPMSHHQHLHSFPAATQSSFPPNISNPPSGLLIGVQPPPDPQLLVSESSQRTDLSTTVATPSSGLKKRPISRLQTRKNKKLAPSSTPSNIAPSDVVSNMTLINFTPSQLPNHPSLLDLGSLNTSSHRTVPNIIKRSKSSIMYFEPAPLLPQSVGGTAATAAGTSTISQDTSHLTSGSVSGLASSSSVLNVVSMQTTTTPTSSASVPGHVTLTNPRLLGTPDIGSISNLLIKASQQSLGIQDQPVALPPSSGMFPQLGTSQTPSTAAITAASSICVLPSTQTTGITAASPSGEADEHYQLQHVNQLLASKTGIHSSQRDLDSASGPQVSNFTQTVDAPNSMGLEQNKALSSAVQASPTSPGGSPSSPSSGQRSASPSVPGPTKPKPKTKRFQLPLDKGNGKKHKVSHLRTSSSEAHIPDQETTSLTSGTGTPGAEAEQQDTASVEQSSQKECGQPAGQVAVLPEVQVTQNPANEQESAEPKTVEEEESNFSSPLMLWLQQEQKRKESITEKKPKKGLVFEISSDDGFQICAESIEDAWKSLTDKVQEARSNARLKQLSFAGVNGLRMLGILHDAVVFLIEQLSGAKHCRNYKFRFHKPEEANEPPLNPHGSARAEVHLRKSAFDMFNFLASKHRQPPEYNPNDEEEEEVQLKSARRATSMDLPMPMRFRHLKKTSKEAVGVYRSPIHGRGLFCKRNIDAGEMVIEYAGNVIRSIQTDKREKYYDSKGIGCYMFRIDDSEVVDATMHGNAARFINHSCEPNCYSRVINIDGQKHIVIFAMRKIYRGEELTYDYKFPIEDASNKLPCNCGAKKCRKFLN
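Fluorescence polarization: 7 uM MLL-CXXC (stock) preincubated 5 min with compounds, then 50 nM fluorescein-HOX-A9 DNA (stock) added; 30 min ambient. Buffer 50 mM Tris-HCl pH 7.5, 50 mM NaCl, 1 mM DTT, 0.05% BSA.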
p53 reactivator: mutant p53 re-activation in reporter cells; Potency, µM (doses to about 92.2 µM), for inactives: at the top dose activity change, positive = activation, actives largely listed as activators; AID 504706; H1299 p53-A138V BP100-luciferase reporter, luminescence, 24 h; 320,000 compounds, 0.063% hits; also: potency is read from the fitted curve at half-maximal effect; % of control where 0% means no effect; nearly all actives have a fitted effect of over 45% in size
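H1299 (p53-null), stable ts p53-A138V + BP100-Luc; 1000 cells/well, Opti-MEM/10% FBS; cpd 4 pt, 1:5; 24 h, 37 deg C, 5% CO2; detection reagent 10 min RT; luminescence.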
Integrin act MD: integrin-mediated muscular dystrophy alleviation activation; alpha7betagal myoblasts, beta-gal FDG fluorescence, 48 h; Potency, µM (series often up to 38.3 µM), inactives show top-dose activation, usual class: activators; 350,000 compounds, 0.064% hits;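 also: potency is read from the fitted curve at half-maximal effect; 100% = response of the positive control SU9516; nearly all actives have a fitted effect of over 60% in size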
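Alpha7betagal+/- myoblasts (passage 13) were plated 16-24 hr, then exposed to compounds (1:260 dilution of DMSO stock) for 48 hours at 37C. After MPER lysis, β-galactosidase reporter activity was read as FDG fluorescence (ex 480/em 540) after 30 minutes.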
ELG1 DNA repair: blocks ELG1-dependent DNA repair in HEK293T cells. 330,000 compounds, 2.3% hits. HEK293T ELG1-luciferase reporter, luminescence, 16 h; DNA damage induced by 5-fluorouridine. Potency, µM (doses to about 46.1 µM), without a hit: top-dose activity change, negative = inhibition, most hits filed as inhibitors. AID 504467; also: potency is read from the fitted curve at half-maximal effect; % is scaled to controls: 0 for no effect and ±100 for the full control effect; nearly all actives have a fitted effect of over 55% in size
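5-Fluorouridine DNA damage + compound/DMSO, 2,000 cells/well, 16 h, 37 °C/5% CO2. ONE-Glo, 30 min RT, luminescence. Readout = decrease in reporter signal.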
B2AR arrestin: beta2AR (human) beta-arrestin recruitment activity; beta-arrestin recruitment to beta2AR, cell-based reporter; Potency, µM (series often up to 46.1 µM), inactives show at the highest dose activation, hits mostly activators; 330,000 compounds, 0.02% hits; AID 492947;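 also: potency is read from the fitted curve at half-maximal effect; 0% = DMSO controls and full agonism = EC100 isoproterenol or metaproterenol; nearly all actives have a fitted effect of over 65% in size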
TCR activator: T cell receptor activation. primary human leukocytes, anti-CD3, IL-2 HTRF, 48 h. Potency, µM (series often up to 9.22 µM), without a hit: top-dose activation of IL-2 secretion, hits mostly activators. 330,000 tested, under 10 active; also: % of control where 0% means no effect
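Human primary leukocytes + a-CD3 beads + cpd, 48 hr; IL-2 in supernatant by HTRF (ex 320nm / em 665nm). No co-stimulatory signal supplied.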
TRPV1 ag: human TRPV1 agonism; 320,000 compounds, 0.19% hits; TRPV1-expressing cells, Fluo-8 calcium influx, agonist mode; activation, % at 8.33 µM; Q8NER1; in the data active = activation above about 80%; inconclusive = between about 30% and that limit; also: 0% is about no effect
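TRPV1-expressing cells were cultured overnight at 35.5C and loaded with Fluo-8 calcium dye for 40 to 90 min at room temperature. After a 10 s baseline, compound was added and calcium influx was read kinetically for 3 min (ex 480/em 520 nm).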
* marks the source's active call; other numbers are inactive results; ? = inconclusive; nt = not tested or not shown; [ ] = dose if it differs, or a comment. Unless noted, calls follow the shape of the dose curve; as a rule, active = well fitted curve in the direction sought with a large enough effect; inconclusive = small, poorly fitted or top-dose-only effect, or another doubt; inactive = no such curve, though single readings can be large; an effect the other way counts as inactive or inconclusive.

No.	SMILES	TSG101-PTAP inh	A-T KAP1 phos	BRCA1 expr up	CXXC DNA block	p53 reactivator	Integrin act MD	ELG1 DNA repair	B2AR arrestin	TCR activator	TRPV1 ag
1	CCOC(=O)c1c(NC(=O)CN2C(=O)NC3(CCCCCC3)C2=O)sc(C)c1-c1ccc(C)cc1	0%	-9%	-33%	4%	1%	-24%	11%	-0.6%	-6%[46.1 µM]	19
2	COc1ccc2[nH]c3c(c2c1)CCNC3c1ccc([N+](=O)[O-])o1 (stereo not given)	-23%	-11%	0%	?	7%	10%	?	2.3%	0%	4
3	CCOC(=O)CCCCC(=O)NC(CO)C(=O)NC (stereo not given)	-3%	-2%	13%	1%	5%	-20%	7%	-0.2%	0%	0
4	O=Cc1cnc(N2CCCCC2)s1	-3%	-4%	6%	-1%	17%	11µM*	29%	-0.4%	0%	2
5	Cc1ccc(N2CC(C(=O)OCC(=O)c3c(N)n(CC(C)C)c(=O)n(C)c3=O)CC2=O)cc1 (stereo not given)	2%	3%	7%	nt	-3%	10%	?	-0.2%	-1%	-6
6	Cc1ccc(NC(=O)CN2C(=O)S/C(=C\c3cc(Cl)c(OCC(=O)O)c(Cl)c3)C2=O)cc1	-13%	-2%	0%	?	10%	?	3%	0.5%	0%	-1
7	COc1cc(CCC(=O)Nc2c(C(=O)N3CCN(c4ccccc4OC)CC3)oc3ccccc23)on1	-4%	2%	-29%	18%	-2%	?	?	0.0%	7%	3
8	COc1ccc(-c2nnc(SCc3c(C)noc3C)o2)cc1	-1%	1%	39%	3%	9%	15%	?	0.4%	-28%	8
9	O=C(NCc1ccccc1)c1nc(S(=O)(=O)Cc2ccccc2)ncc1Cl	3%	-1%	-88%[inhibitor]	12%	-22%	-24%	-23%	-0.2%	6%	2
10	COc1c(Cl)cc(Cl)cc1C(=O)Nc1ccc(CN2CCCCC2)cc1	-6%	4%	-15%	12%	1%	25%	13%	-0.1%	nt	-5
11	CC(C)CCC(C)N=Cc1c(O)n(Cc2ccccc2)c(=O)c2ccccc12 (stereo not given)	-2%	2%	-40%	9%	5%	-15%	-12%	-0.9%	-3%	13
12	COc1ccc(C(=O)COC(=O)CSCc2c(C)noc2C)cc1OC	-4%	-11%	2%	-5%	-5%	1%	11%	0.0%	0%	20
13	CCc1nc2c(c(=O)c3ccccc3n2C)c(=O)n1C1CCCCCC1	2%	4%	-55%	9%	?	-3%	?	0.9%	10%[46.1 µM]	23
14	Cc1ccccc1C(=O)N1CCCC(CCC(=O)N2CCN(c3ccccn3)CC2)C1 (stereo not given)	-2%	7%	6%	-4%	-5%	5%	-17%	-1.0%	-2%	-3
15	O=C(NCCc1cn2ccsc2n1)c1cccs1	-5%	nt	36%	-7%	?	24%	?	0.2%	-3%	2
16	COc1ccc(-c2cc(C(=O)N3CCN(Cc4ccccc4)CC3)no2)cc1OC	-9%	2%	7%	-2%	-14%	23%	-10%	0.0%	1%	7
17	COc1ccc(NC(=O)N2CCN(C(=O)Nc3ccc(OC)cc3)CC2)cc1	-1%	0%	6%	-6%	-4%	10%	-6%	0.5%	3%	2
18	CN(C)C(CN1C(=O)C2CC=CCC2C1=O)c1cn(C)c2ccccc12 (stereo not given)	-3%	-1%	-37%	-5%	-1%	13%	1%	-0.8%	4%	1
19	O=C(c1cccc(Cl)c1)N(Cc1cccs1)C1CCS(=O)(=O)C1 (stereo not given)	-10%	6%	-6%	-2%	-3%	10%	5%	0.0%	2%	3
20	Cc1nonc1N1CCN(Cc2cn[nH]c2-c2ccc3c(c2)OCO3)CC1	-1%	0%	3%	3%	-4%	16%	-6%	-0.5%	3%	-2
21	O=[N+]([O-])c1ccc(-c2ccc(/C=N/O)o2)cc1	-2%	-5%	8.9µM*	-4%	13%	-19%	?	-0.6%	7%	8
22	CC(C)c1ccc(NC(=O)c2sccc2-n2cccc2)cc1	-7%	3%	0%	3%	17%	-21%	?	0.0%	0%	21
23	Nc1ccccc1SCC(=O)Nc1nccs1	-2%	-5%	2%	7%	3%	?	18%	-0.3%	-7%	-1
24	O=C(Cn1cnc2c(nnn2Cc2ccc(F)cc2)c1=O)NCC1CCCO1 (stereo not given)	-8%	3%	4%	-1%	-5%	4%	0%	-0.4%	-5%[46.1 µM]	-2
25	CCCCn1nc(C(=O)N(C)C2CCCCC2)c2ccccc2c1=O	-4%	2%	-9%	nt	-6%	6%	?	-0.6%	-7%	?
26	O=C(CSc1nc2ncccc2[nH]1)c1ccc(F)cc1	1%	-2%	40%	-2%	?	4%	?	0.7%	1%	1
27	O=C(CCS(=O)(=O)c1ccccc1)Nc1nc2c(s1)CCCC2	0%	6%	-41%	13%	?	-39%	-3%	-0.6%	-2%	2
28	O=C(CCS(=O)(=O)c1cc2c(cc1Cl)NC(=O)CO2)NCc1ccc(F)cc1	-4%	2%	-4%	nt	nt	27%	6%	0.1%	-9%	2
29	Cc1nn(CCO)c(N)c1C1(O)C(=O)Nc2c(Cl)cc(Cl)cc21 (stereo not given)	-11%	2%	-28%	-5%	8%	-49%[inhibitor]	-10%	-0.1%	-4%	1
30	c1cnc(N2CCN(c3ncnc4c3oc3ccccc34)CC2)nc1	nt	5%	nt	2%	6%	nt	6%	-0.2%	nt	13
31	O=C(CC(Sc1ccc(Br)cc1)C(=O)O)c1ccc(Br)cc1 (stereo not given)	nt	-14%	nt	-1%	?	nt	18%	0.3%	nt	1
32	O=C(CSCc1ccc(Cl)cc1)N1CCCCC1	-2%	nt	?	-5%	?	6%	?	0.0%	-7%	-11
33	Cc1sc2nc(CSc3n[nH]c(N)n3)[nH]c(=O)c2c1C	-6%	3%	-12%	-2%	4%	3%	8%	-0.2%	3%	-3
34	Cn1cc(NC(=O)c2cc(NC(=O)c3cc(NC=O)cn3C)cn2C)cc1C(=O)NCCC(=N)N	nt	3%	nt	9%	8%	nt	0%	-0.3%	nt	-2
35	O=[N+]([O-])c1ccccc1S(=O)(=O)N1CCN(S(=O)(=O)c2ccc3c(c2)OCCO3)CC1	nt	2%	-9%	nt	11%	nt	?	-0.1%	-2%	nt
36	Cc1[nH]c(C)c(S(=O)(=O)NCc2ccco2)c1C(=O)N1CCCCC1	-7%	-4%	3%	1%	-11%	-15%	3%	-1.7%	3%	-2
37	Cc1csc(SC(C)C(=O)Nc2ccc(Cl)cn2)n1 (stereo not given)	-2%	-2%	-2%	15%	13%	-1%	3%	-0.5%	-5%	1
38	O=C1C2C3C=CC(C3)C2C(=O)N1CNc1ccc(O)cc1 (stereo not given)	nt	2%	nt	-16%	8%	nt	-2%	0.1%	nt	0
39	Cn1c(Cn2nnc3ccccc32)nnc1SCC(=O)c1ccccc1F	-2%	-4%	-7%	8%	?	-11%	2%	0.2%	1%	-1
40	CN(CC(=O)Nc1ccc(F)cc1)CC(=O)N1CCc2ccccc21	-1%	4%	11%	nt	-4%	-11%	16%	-0.4%	-1%	16
41	Cc1ccc(C2/C(=C(\O)c3ccc4c(c3)OCCO4)C(=O)C(=O)N2Cc2cccnc2)cc1 (stereo not given)	-3%	-5%	5%	14%	1%	5%	11%	-0.9%	-3%	2
42	COC(=O)C(C(=O)Nc1ccccc1C)C1CCCCCC1 (stereo not given)	3%	5%	-41%	40%[activator]	-3%	-1%	4%	-0.8%	0%	11
43	O=C(CSC1=NS(=O)(=O)c2ccccc2N1)NCCc1ccccc1	1%	-5%	31%	nt	5%	6%	20%	-0.2%	-3%	-2
44	Cc1ccccc1CSc1ccc2nnc(-c3ccccn3)n2n1	0%	-3%	-24%	-8%	-2%	5%	-4%	-0.1%	2%	3
45	CC(Sc1nnc2c(n1)[nH]c1ccccc12)C(=O)N(C)C1CCCCC1 (stereo not given)	3%	0%	-40%	-6%	-1%	-22%	?	-0.5%	3%	3

Reprinted from the results shown for reference:
No.	SMILES	TSG101-PTAP inh	A-T KAP1 phos	BRCA1 expr up	CXXC DNA block	p53 reactivator	Integrin act MD	ELG1 DNA repair	B2AR arrestin	TCR activator	TRPV1 ag
31	O=C(CC(Sc1ccc(Br)cc1)C(=O)O)c1ccc(Br)cc1 (stereo not given)	nt	-14%	nt	-1%	?	nt	18%	0.3%	nt	1
32	O=C(CSCc1ccc(Cl)cc1)N1CCCCC1	-2%	nt	?	-5%	?	6%	?	0.0%	-7%	-11
33	Cc1sc2nc(CSc3n[nH]c(N)n3)[nH]c(=O)c2c1C	-6%	3%	-12%	-2%	4%	3%	8%	-0.2%	3%	-3
34	Cn1cc(NC(=O)c2cc(NC(=O)c3cc(NC=O)cn3C)cn2C)cc1C(=O)NCCC(=N)N	nt	3%	nt	9%	8%	nt	0%	-0.3%	nt	-2

Assay outcomes as filed in PubChem.
